uPA generation: qHTS for Inhibitors of Cell Surface uPA Generation | cell surface uPA generation assay, qHTS | hit rate 0.31% among 330,000 | Potency, µM (highest dose often 38.3 µM), inactives show at the top dose activity change, negative = inhibition, hits mostly inhibitors; active = well fitted inhibition curve with a large enough effect; inconclusive = small, poorly fitted or top-dose-only effect; inactive = no such curve, though single readings can be large or run the other way; tested in mouse RAW 264.7 cells; note: % is set by controls: 0 for no effect and ±100 for the full control effect; nearly all actives have a fitted effect of over 55% in size
BRCA1 expr up: qHTS Assay to Identify Small Molecule Activators of BRCA1 Expression | hit rate 1.1% among 380,000 | MCF7-BRCA1-FFLuc reporter, luminescence, 48 h; response scale: scaled: vehicle 0%, 10 µM genistein 100% | AID 624202, 2012 | Potency, µM (titrated, usually from 46.1 µM), for the others: at the top dose activation, usual class: activators; active = well fitted activation curve with a large enough effect; inconclusive = small, poorly fitted or top-dose-only effect; inactive = no such curve, though single readings can be large or run the other way; note: nearly all actives have a fitted effect of over 80% in size; some results filed as inactive show a strong effect at the top dose
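Luminescence from a BRCA1-driven firefly luciferase in MCF7 cells was the read-out, taken 15 min after substrate addition following 48 h compound exposure at 37 °C. Data were normalized to a 10 microM genistein control and DMSO vehicle.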
The depositor's hits bear a star; ? = inconclusive; [ ] = dose if it differs, or a comment. Potency is the fitted concentration of half-maximal effect.

SMILES	uPA generation	BRCA1 expr up
CCN1CCN(c2ccc(S(=O)(=O)N3CCOCC3)cc2NC(=O)c2ccc(OCC(C)C)cc2)CC1	-6.0%	18.2%
COc1ccc2cc(N3CCCC3=O)ccc2c1	-4.7%	?
O=C(CCc1nc2ccccc2c(=O)[nH]1)NCCN1C(=O)S/C(=C\c2ccc(OC(F)F)cc2)C1=O	-4.2%	-9.5%
O=S(=O)(Nc1ccc(-c2ccc(NS(=O)(=O)c3ccccc3)cc2)cc1)c1ccccc1	-12.9%	-79.8%
Cc1ccc(NC(=O)c2ccccc2F)c(NC(=O)c2ccccc2F)c1	-1.3%	21.1%
CSC1=NC2(C[C@H]2c2ccccc2)C(=O)N1C (stereo partly drawn)	-1.4%	1.7%
COc1ccc(OC)c(S(=O)(=O)N2CCCC(C(=O)NC3CC3)C2)c1 (stereo not drawn)	-0.5%	-2.9%
O=c1nc2n(CCO)c3ccccc3cc-2c(=O)[nH]1	5.9%	39.3%
CCOC(=O)C(Cc1ccc(O)cc1)Nc1nc2ccccc2o1 (stereo not drawn)	4.4%	-8.1%
Cc1ccc(S(=O)(=O)Nc2ccc3ncccc3c2[N+](=O)[O-])cc1	5.8%	-18.5%
CCCCn1cnc2c(SCc3ccc(Br)cc3)nc(N)nc21	-1.2%	-60.9%
CCOC(=O)Nc1ccc2c(COC(=O)CN(C)S(=O)(=O)c3ccc(C)cc3)cc(=O)oc2c1	1.0%	40.2%
S=c1[nH]nc(-c2ccco2)n1-c1ccc(Br)cc1	8.4%	-17.4%
O=c1[nH]cnc2c1ncn2-c1ccc(Cl)cc1	11.4%	-10.4%
Cn1cc(Cc2ccccc2)c(=O)c(Cc2ccccc2)c1	-1.6%	-10.3%
ON=C1c2ccccc2-c2ccc(O)cc21	0.9%	80.1%
c1ccc(-c2nnc(Cn3c4ccccc4c4nc5ccccc5nc43)o2)cc1	3.5%	-10.8%
Cc1nn(Cc2ccccc2)c(C)c1NC(=O)CSc1nc2sc3c(c2c(=O)n1C)CCC3	4.4%	-20.4%
O=c1c2ccccc2ncn1-c1cccc([N+](=O)[O-])c1	7.5%	24.2%
Cc1ccc(-c2nc3cccnc3s2)cc1NC(=O)c1ccco1	-3.8%	40.5%
C=C1CCN([C@@H](CC(C)C)C(=O)NCc2ccc(Cl)cc2)S(=O)(=O)c2ccccc21	-7.4%	-9.0%
CCCNS(=O)(=O)c1cc2c(cc1Br)CCN2C(=O)CC	0.5%	-22.3%
CC[C@H](C)[C@H]1O[C@]2(CC[C@@H]1C)C[C@@H]1C[C@@H](CC=C(C)[C@@H](O[C@H]3C[C@H](OC)[C@@H](O[C@H]4C[C@H](OC)[C@@H](O)[C@H](C)O4)[C@H](C)O3)[C@@H](C)C=CC=C3CO[C@@H]4[C@H](O)C(C)=C[C@@H](C(=O)O1)[C@]34O)O2	2.51µM*	-7.7%
C[C@H]1CN(S(=O)(=O)C(C)(C)C)[C@H](CCO)/C1=C\c1ccccc1	4.8%	15.1%
COC(=O)c1ccc(NC(=O)C2CC3CCC2C3)cc1 (stereo not drawn)	-1.9%	0.0%

Entries listed above printed as active in uPA generation.
SMILES	uPA generation
CC[C@H](C)[C@H]1O[C@]2(CC[C@@H]1C)C[C@@H]1C[C@@H](CC=C(C)[C@@H](O[C@H]3C[C@H](OC)[C@@H](O[C@H]4C[C@H](OC)[C@@H](O)[C@H](C)O4)[C@H](C)O3)[C@@H](C)C=CC=C3CO[C@@H]4[C@H](O)C(C)=C[C@@H](C(=O)O1)[C@]34O)O2	2.51µM*

The results go on:
SMILES	uPA generation	BRCA1 expr up
COCOc1ccc(-c2cc(=O)c3c(O)cc(OCOC)cc3o2)cc1	5.3%	1.5%
Cc1nn(C)c(C)c1NC(=O)CSc1nc(-c2ccccc2F)nc2c1cnn2-c1ccccc1	16.7%	-5.1%
Nc1ccc(S(=O)(=O)c2ccc(N)nc2)cc1	-0.2%	-18.0%
CCCc1cc2c(cc1N(C)S(=O)(=O)c1ccccc1)OCO2	-2.4%	-23.0%
O=C(NCc1cccs1)c1cc(-c2ccccc2)nn1CC1CC(c2cccc([N+](=O)[O-])c2)=NO1 (stereo not drawn)	-1.2%	-12.2%
C=C(CCO)C1=CCN(S(=O)C(C)(C)C)[C@@H]1CCO (stereo partly drawn)	10.7%	0.0%
Cc1cc(C)c(S(=O)(=O)N2CCN(C(=O)c3ccccc3OCc3c(C)noc3C)CC2)c(C)c1	-0.5%	-21.3%
O=C(NCCCOc1ccc([N+](=O)[O-])cc1Cl)OCc1ccccc1	2.5%	-22.3%
CC(C)C[C@@H](CN1CCC[C@@H]1CN1C(=O)C(=O)NC[C@@H]1Cc1ccccc1)N1C[C@H](Cc2ccc(O)cc2)N(CC2CCCCC2)C(=O)C1=O	2.3%	-28.4%
CCN(C(=S)NC(=O)Cc1ccc(OC)cc1)c1ccccc1	5.8%	0.3%
CCCCCCCCCCCCN1[C@@H](CC(=O)O)c2cc(C(F)(F)F)ccc2S1(=O)=O	-6.4%	4.6%
COCCNC(=O)C1Nc2ccc(C(F)(F)F)cc2C2C=CCC12 (stereo not drawn)	4.4%	7.3%
CC(NNC(=S)N1CCN(c2ccccn2)CC1)c1nccc2ccccc12 (stereo not drawn)	4.0%	?
CCCC(=O)NC(C)c1nc(-c2ccc(C)cc2)no1 (stereo not drawn)	-6.0%	47.2%
COc1ccc(-n2nc(C(=O)N3CCC(C#N)CC3)c3c4ccccc4n(C)c3c2=O)cc1	-2.5%	-10.4%
CC(=O)Oc1ccc2ccc3ccc(C(C)=O)cc3c2c1	1.3%	27.1%
O=C(Nc1ccccc1)OCC1COC(c2ccccc2)(c2ccccc2)O1 (stereo not drawn)	6.8%	-31.4%
N#CC1=CC2CN(Cc3ccccc3)C1C1C(=O)N(c3ccccc3)C(=O)C21 (stereo not drawn)	6.1%	-8.7%
CCOC(=O)C[C@H]1c2ccc(C(F)(F)F)cc2S(=O)(=O)N1c1ccccc1	-10.0%	0.0%
Cc1cccc(NC(=O)CSCC(=O)Nc2ccc(N3CCOCC3)cc2N2CCOCC2)c1	-8.8%	-4.5%
O=C(Cc1ccccc1)c1ccccn1	7.6%	-6.8%
O=CN(Cc1nc2ccccc2[nH]1)c1ccc(C(=O)O)cc1	1.5%	-15.4%
CC(C)(C)OC(=O)N(Cc1ccccc1)Cc1ccccc1OCc1cccc(NC(=O)c2ccccc2)c1	-18.5%	-30.9%
CCOc1ccc(S(=O)(=O)N(CC(=O)NC2CCCC2)c2ccc(F)cc2)cc1	-5.7%	-29.7%
O=[N+]([O-])c1ccc(NN=C2CCCCC2)c([N+](=O)[O-])c1	-3.1%	-17.7%

Next part; it opens with the 3 that closed the last part.
SMILES	uPA generation	BRCA1 expr up
CC(C)(C)OC(=O)N(Cc1ccccc1)Cc1ccccc1OCc1cccc(NC(=O)c2ccccc2)c1	-18.5%	-30.9%
CCOc1ccc(S(=O)(=O)N(CC(=O)NC2CCCC2)c2ccc(F)cc2)cc1	-5.7%	-29.7%
O=[N+]([O-])c1ccc(NN=C2CCCCC2)c([N+](=O)[O-])c1	-3.1%	-17.7%
CCN(CC)C(=O)Cn1cc(S(=O)(=O)CC(=O)Nc2ccc(F)cc2)c2ccccc21	-2.7%	-2.6%
COc1cc(OC)c(N(C)S(=O)(=O)c2cccc(C(=O)OCC(=O)N(C)Cc3ccccc3)c2)cc1Cl	-20.8%	-32.8%
CCCNc1nc(C)cc(-c2cc(C(=O)Nc3ccccc3)on2)n1	10.8%	-7.3%
COc1ccc(CC2(c3ccccc3)NC(=O)NC2=O)cc1 (stereo not drawn)	-9.1%	-43.0%
CSc1nnc(Cn2c(=O)sc3ccccc32)n1-c1ccccc1C	15.6%	21.7%
CCOC(=O)N1CCC(NC(=O)C2CCC(Cn3c(=O)[nH]c4ccccc4c3=O)CC2)CC1 (stereo not drawn)	2.2%	-3.4%
CC(=O)OC1CCC2C3CCC4OC(=O)CCC4C3CCC12C (stereo not drawn)	-0.5%	-6.6%
CCOC(=O)C1Nc2c(F)cc(C)cc2C2c3ccccc3CC12 (stereo not drawn)	?	-25.6%
O=C1NC(=O)N(C2CCCCC2)CC1Br (stereo not drawn)	2.9%	-21.5%
CC(C)C[C@@H](CNCC(=O)[C@H](C)NC(=O)c1[nH]cnc1C(=O)N[C@@H](C)CN)NC(=O)c1nc[nH]c1C(=O)N[C@@H](C)C(=O)O	6.0%	1.3%
CC(=O)Oc1ccc(OC(C)=O)c2c1C1C=CC2CC1	-6.7%	-24.9%
CC(C)(C)OC(=O)N1CCC(C(=O)Nc2ccc(C(=O)N3CCCCC3)cc2)CC1	11.3%	-0.1%
CC(C)C[C@H]1CNC(=S)N1CC1CCN(CC2CCCC2)CC1	-5.0%	-5.6%
COCOc1cc(O)c2c(=O)c(OCOC)c(-c3ccc(OCOC)c(OCOC)c3)oc2c1	7.3%	0.0%
O=C(Nc1cccc2cccnc12)c1ccccc1Cl	0.6%	0.0%
O=C(NCc1ccccn1)C(=O)NCC1OCCN1C(=O)c1ccc(Cl)cc1 (stereo not drawn)	2.6%	-0.1%
CC1=C(N2CCN(c3ncccn3)CC2)CCC1=O	0.7%	-20.1%
COc1ccc(OC)c(NC(=O)C2CC(=O)N(CCc3ccc(F)cc3)C2)c1 (stereo not drawn)	3.0%	23.5%
CCCc1cc(=O)[nH]c(/N=C(/NC(=O)c2ccccc2)Nc2ccc3c(c2)OCCO3)n1	1.8%	0.0%
CSc1nc(N)c2c(n1)N(C)C=NS2(=O)=O	0.4%	-17.0%
C#CCN1C=CC(=O)[C@@H](OC(=O)Nc2ccc(C)cc2)[C@H]1c1ccccc1Br	18.3%	-15.3%
CCn1c(CCNC(=O)c2cccs2)nnc1SCC(=O)Nc1cccc(Cl)c1	1.1%	2.9%
COc1ccc(C2c3cc4c(cc3OC(NNC(N)=O)C2C)OCO4)cc1 (stereo not drawn)	-10.6%	-78.0%[inhibitor]
N#CC1(Nc2ccc(S(N)(=O)=O)cc2)CCCC1	-0.6%	9.2%
CCOC1=C(C#N)CC2(CC1)c1ccccc1-c1ccccc12	-3.6%	-48.7%
Additional records
SMILES	uPA generation	BRCA1 expr up
O=c1c2ccccc2sc2c(CO)ccc(NCCN3CCCCC3)c12	-12.4%	-86.4%[inhibitor]
C#Cc1ccc([C@@H]2C=C(C(=O)N3CCOCC3)O[C@H](OCc3ccc(CO)cc3)C2)cc1	12.1%	-25.6%
O=[N+]([O-])c1cc(F)cc(F)c1Nc1cc(F)cc(F)c1	0.3%	2.3%
COc1ccc(NC(=S)N2CCN(C)CC2)cc1	-4.2%	8.9%
Cc1ccc(Cn2c(C(CO)Nc3nc(-c4ccc(Cl)c([N+](=O)[O-])c4)cs3)nc3ccccc32)cc1 (stereo not drawn)	-25.8%	-63.5%
O=C(c1cc(-c2ccc(Cl)s2)nc2ccccc12)N1CCCC1	1.2%	-17.4%
Cc1ccccc1NC(=O)NCc1cccnc1	1.1%	-7.2%
COc1ccc(CCC2(C)OCC(CCCCO)O2)cc1 (stereo not drawn)	-2.3%	-3.0%
Cc1cc(Nc2ccccc2)cc(=O)n1C	-8.1%	0.0%
Oc1c(CN2CCOCC2)cc(CN2CCOCC2)cc1CN1CCOCC1	4.3%	-4.4%
O=C(Nc1cccc(Cl)c1)OCCOC(=O)Nc1cccc(Cl)c1	-7.9%	-62.3%
CN(C(=O)c1cccc(NC(=O)Cc2ccc(NC(=O)C3CCN(C(=O)C4CC4)CC3)cc2)c1)C1CCCC1	6.1%	2.5%
CCN(CC)c1ccc(C2NC(=O)c3ccccc3N2)cc1 (stereo not drawn)	-10.5%	-60.1%
O=C1CCCN1CC(O)CS(=O)(=O)Cc1ccc(Cl)cc1 (stereo not drawn)	1.2%	-11.5%
CC1CCCN(CCC(=O)c2ccccc2)C1 (stereo not drawn)	-1.2%	-1.4%
CSc1ccc(C2NN=C(c3ccccc3)S2)cc1 (stereo not drawn)	-11.2%	-60.0%[inhibitor]
Cc1cc(NC(=O)Nc2ccc(Cl)c(Cl)c2)no1	-1.6%	58.5%
CCN(CC)S(=O)(=O)c1cc(NC(=O)Cc2ccc(S(=O)(=O)N3CCOCC3)s2)ccc1Cl	-14.6%	-15.4%
CC(C)Cc1ccc(C(C)CC2=CCC(CN(C)C)C2=O)cc1 (stereo not drawn)	-9.6%	-89.6%
C[C@@H]1CC[C@@]2(O[C@@H](CCO)C[C@@H](O)[C@@H]2O)O1	6.5%	19.3%
CCOC(=O)c1cc2c(=O)n3cccc(C)c3nc2n(Cc2ccco2)c1=NC(=O)c1ccc(C)cc1	11.0%	-1.8%
F[B-](F)(F)c1cc2cc(Br)ccc2s1	-9.2%	12.7%
COC(=O)CC1=C(c2ccc([N+](=O)[O-])cc2)CCC1=O	2.1%	-10.5%
Cc1ccc(C)c(S(=O)(=O)N2CCN(C(=O)CCC(=O)NCc3ccc(Cl)cc3Cl)CC2)c1	-11.3%	-44.7%
COc1cccc2c1C1COC3C4CC(C(=O)O)C(C(C2)N13)N4C (stereo not drawn)	-7.6%	-84.4%

Molecules listed so far that have a COOH group, in the order listed:
SMILES	uPA generation	BRCA1 expr up
CCCCCCCCCCCCN1[C@@H](CC(=O)O)c2cc(C(F)(F)F)ccc2S1(=O)=O	-6.4%	4.6%
O=CN(Cc1nc2ccccc2[nH]1)c1ccc(C(=O)O)cc1	1.5%	-15.4%
CC(C)C[C@@H](CNCC(=O)[C@H](C)NC(=O)c1[nH]cnc1C(=O)N[C@@H](C)CN)NC(=O)c1nc[nH]c1C(=O)N[C@@H](C)C(=O)O	6.0%	1.3%
COc1cccc2c1C1COC3C4CC(C(=O)O)C(C(C2)N13)N4C (stereo not drawn)	-7.6%	-84.4%

Compound activity deposited in PubChem by National Center for Advancing Translational Sciences (NCATS).

The list is partial; count on the stated rates, not on these rows.
